# PMI activator = increases human mannose-6-phosphate isomerase activity; P34949; purified human PMI, coupled resazurin fluorescence, 20 min; stronger effect = higher value; 1 = vehicle control, 0 substrate-free wells; activation factor at 20 µM; hit rate 0.005% among 190,000;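 active = activation factor of 2 or more at 20 µM, relative to plate controls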
# TNAP inh hi DEA = blocks human TNAP under high phosphate acceptor concentration; AID 1135; P05186; inhibition, % at 20 µM; hit rate 0.03% among 200,000; purified TNAP, CDP-star luminescence, 1 M DEA;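 active = over 50% inhibition of tissue-nonspecific alkaline phosphatase at 20 µM in the single-dose screen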;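 also: plate controls were DMSO wells for no effect and EDTA-quenched wells as full inhibition for full effect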
# Target sequence (P05186 whole entry, looked up): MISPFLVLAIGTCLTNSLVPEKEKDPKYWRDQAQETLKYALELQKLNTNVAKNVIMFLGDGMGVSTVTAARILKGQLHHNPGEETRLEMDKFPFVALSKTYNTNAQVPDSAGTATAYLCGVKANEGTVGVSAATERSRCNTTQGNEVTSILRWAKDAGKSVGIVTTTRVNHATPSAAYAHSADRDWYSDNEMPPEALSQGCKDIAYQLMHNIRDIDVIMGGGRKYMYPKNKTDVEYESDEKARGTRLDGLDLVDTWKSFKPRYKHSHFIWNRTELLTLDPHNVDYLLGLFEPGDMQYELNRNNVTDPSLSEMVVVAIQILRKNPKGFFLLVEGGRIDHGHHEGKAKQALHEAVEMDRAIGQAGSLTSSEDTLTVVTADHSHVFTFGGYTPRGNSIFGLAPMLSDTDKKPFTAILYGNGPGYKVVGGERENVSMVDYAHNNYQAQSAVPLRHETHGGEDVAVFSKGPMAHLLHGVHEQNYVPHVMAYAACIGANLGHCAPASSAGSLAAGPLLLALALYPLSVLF
# TNAP inh no acc = blocks human TNAP activity with no phosphate acceptor present; inhibition, % at 20 µM; P05186; purified TNAP, CDP-star luminescence, 30 min; hit rate 0.26% among 200,000;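 active = tissue-nonspecific alkaline phosphatase inhibition above about 50% at 20 µM in the single-dose screen, limit read from the data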;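 also: 0% = DMSO negative control and 100% = EDTA positive control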
# FLuc act counter = firefly luciferase counter-screen for stimulation assays; P08659; ATPlite luciferase biochemical, luminescence, 10 min; 0 = ATP-free wells, 1 = DMSO control; activation factor at 10 µM; 200,000 tested, under 10 active; AID 1027;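 active = luciferase activation factor, scaled between plate controls, of at least 2 with compound at 10 µM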
# Target sequence (P08659 whole entry, looked up): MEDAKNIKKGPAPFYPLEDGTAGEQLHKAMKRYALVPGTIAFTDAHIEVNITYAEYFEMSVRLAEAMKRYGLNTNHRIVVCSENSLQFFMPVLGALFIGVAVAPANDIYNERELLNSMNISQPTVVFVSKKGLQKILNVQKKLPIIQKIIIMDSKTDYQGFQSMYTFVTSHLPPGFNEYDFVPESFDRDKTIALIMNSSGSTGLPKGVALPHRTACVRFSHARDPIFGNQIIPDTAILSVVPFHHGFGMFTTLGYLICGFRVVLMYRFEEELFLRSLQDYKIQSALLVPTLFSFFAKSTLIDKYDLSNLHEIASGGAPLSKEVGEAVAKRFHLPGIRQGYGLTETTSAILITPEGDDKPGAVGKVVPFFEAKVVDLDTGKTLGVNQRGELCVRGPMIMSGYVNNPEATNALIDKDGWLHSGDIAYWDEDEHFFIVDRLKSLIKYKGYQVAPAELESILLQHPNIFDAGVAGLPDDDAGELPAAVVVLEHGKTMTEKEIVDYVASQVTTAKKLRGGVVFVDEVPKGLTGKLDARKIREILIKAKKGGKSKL
#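 Material: Luciferase/luciferin reagent mix | Doses: Test compounds dosed from 2 mM stocks in 100% DMSO | Timing: 10 min incubation after luciferase reagent addition, room temperature | Measured by: Luminescence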
# Diaph act CS = counter-screen for diaphorase-based assays: diaphorase activators and chemical reducers; Diaphorase/resazurin coupled assay, resorufin fluorescence, 16 min; stronger effect = higher value; 1 = vehicle wells, 0 = NADH-free wells; activation factor at 20 µM; hit rate 0.005% among 190,000;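 active = diaphorase activity raised at least twofold by the compound at 20 µM; inactive = activation factor below 2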
#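 Material: Clostridium kluyveri diaphorase, purified enzyme; Quantity: enzyme 0.07 U/mL final; Medium: HEPES pH 7.4 buffer with MgCl2 and Tween 20; Dosing: single compound dose of 20 µM, 1% DMSO final; Schedule: 16 min reaction at room temperature; Measured by: red resorufin fluorescence at 544/590 nm excitation/emission.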
# G6PDH counter = inhibits Leuconostoc G6PDH, flagging false hits in G6PDH-based assays; Purified L. mesenteroides G6PDH, diaphorase/resazurin coupled fluorescence, 45 min; inhibition, % at 5 µM; hit rate 0.12% among 200,000; in the data active = inhibition above about 50%
# PMI act satM6P = activators of human phosphomannose isomerase at near-saturating mannose 6-phosphate. P34949. coupled PMI enzyme assay, resazurin fluorescence, 20 min; stronger effect = higher value; 1 = untreated enzyme, 0 = substrate-free blank. activation factor at 20 µM. hit rate 0.34% among 190,000. AID 1216;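 active = activation factor of 2 or more at 20 µM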
#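 Test system: human phosphomannose isomerase with PGI, G6PDH, diaphorase coupling enzymes; Amount: PMI at 15 ng/mL final; Reagent: Mannose-6-phosphate 1.0 mM (near-saturating) plus 0.22 mM NADP+; Timing: 20 min, room temperature; Technique: resorufin fluorescence at Ex 544/Em 590 nm; Dosing: 20 µM single dose.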
# Diaphorase inh = diaphorase inhibition or chemical oxidation counter-screen; diaphorase resazurin-to-resorufin fluorescence, NADH, 16 min; bacterial (C. kluyveri) enzyme, not human; inhibition, % at 20 µM; hit rate 0.69% among 190,000; AID 1217;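 active = primary screen inhibition at 20 µM above a set limit, cut at about 50% in these data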;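 also: plate controls were DMSO with full reaction for no effect and wells lacking NADH for full effect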
#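 Assay system – diaphorase enzyme from Clostridium kluyveri · Amount – diaphorase 0.14 U/mL (working solution) · Times – reaction incubation of 16 min at room temperature · Controls – No-NADH positive control and DMSO neutral control · Signal – resorufin fluorescence 544/590 nm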
# TNAP act hiacc = TNAP (human) activation, high acceptor | purified TNAP, CDP-star luminescence, 1 M DEA, 30 min; stronger effect = higher value; 0 = EDTA background, 1 = DMSO-only activity | activation factor at 20 µM | 200,000 tested, under 10 active;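 active = activation factor at least 2 at 20 µM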
#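 Measured by: Luminescent substrate turnover signal | Test system: Human TNAP | Input: TNAP 1/800 final | Dosing: 20 µM single point | Schedule: 30 min, room temperature | Controls: EDTA wells as negative control, DMSO wells as positive control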
# HMGR II inh = blocks class II HMG-CoA reductase of Enterococcus faecalis; purified E. faecalis HMGR, NADPH absorbance 340 nm kinetic; inhibition, % at 10 µM; hit rate 0.41% among 190,000; AID 1066;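 active = inhibition above a set limit, the median over all tested compounds plus 3 SD, cut at about 9.5% in these data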;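 also: enzyme runs in reverse so mevalonate oxidation gives rising NADPH absorbance; 0% = complete reaction with DMSO and 100% = background rate lacking mevalonate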
# Starred values were filed as active, the others as inactive.
SMILES	PMI activator	TNAP inh hi DEA	TNAP inh no acc	FLuc act counter	Diaph act CS	G6PDH counter	PMI act satM6P	Diaphorase inh	TNAP act hiacc	HMGR II inh
O=C(N/N=C/C(Cl)=C/c1ccccc1)c1ccco1	0.9	-4	-7	0.4	0.8	3	1	19	1	-1
O=C1Nc2ccccc2C12OCCS2 (stereo not drawn)	1	-2	-6	1.1	0.9	3	1	7	1	0
CCCNC(=O)COC(=O)c1ccccc1C(=O)c1ccc(Cl)c([N+](=O)[O-])c1	1.2	-2	-11	1.1	0.9	0	1	8	1	3
CCOC(=O)CCS(=O)(=O)c1nc(-c2ccccc2)cc(C(F)(F)F)n1	1.2	3	-5	1	1	4	1.4	4	1	-2
Cc1cc(C)cc(C(=O)NCC(=O)OCc2cc([N+](=O)[O-])cc3c2OCOC3)c1	1.1	-5	4	1	1	3	1.1	-4	1	-4
S=c1nc(Cc2ccc(Cl)cc2)[nH]c2ccccc12	1.2	-4	-10	1.1	0.7	-3	1	26	1	4
O=c1oc2ccccc2c(O)c1C=Nc1cccnc1	1.2	-4	-12	0.8	1	0	1.1	-3	1	-14
CCc1nnc(N2C(=N)SCC2=O)s1	0.9	-4	-7	1.1	0.8	12	0.9	17	1	0
Cc1cc(NC(=O)CCC(=O)N(CCC(C)C)CC(=O)NCC2CCCO2)no1 (stereo not drawn)	1	-5	-8	1	0.9	-1	1	14	1.1	-5
COC(=O)c1cc2sccc2n1Cc1ccc(C)cc1	0.9	-1	-6	1	0.9	3	0.9	14	1	-7
CCOc1ccc2c(c1)c(N=Nc1cccc(C(=O)O)c1)c(O)n2C	0.9	11	-16	1	0.6	6	1	37	0.9	-3
Nc1nc(-c2cccnc2)nc(N2CCCCC2)n1	0.9	-3	-5	1	0.9	3	0.9	14	1	-6
OCCN=C(c1ccccc1)C12CN3CN(CN(C3)C1)C2	1.1	-6	-11	1	0.9	7	1.1	15	1.1	-4
COc1ccc2[nH]c(C)c(CCNC(=S)Nc3ccc(C)cc3)c2c1	0.9	-3	-2	1	0.7	-2	0.9	26	1	2
O=C(NCc1ccco1)c1ccc(COc2ccccc2Cl)cc1	0.9	0	-7	1	0.8	5	0.9	17	1	-4
C[n+]1c(/C=C/c2ccc3c(c2)OCO3)ccc2ccccc21	0.8	-3	-9	0.9	1.1	8	1	-12	1	1
Cc1cccc(S(=O)(=O)NNC(=O)c2sc(C)nc2C)c1	0.9	-3	-4	1.1	1	1	1	3	1	-6
C(=N/Nc1cc(N2CCOCC2)nc(N2CCOCC2)n1)/c1ccccc1	0.3	-6	-14	1.1	0.3	12	0.4	66*	1.1	-4
CN(Cc1ccccc1)C(=O)COC(=O)c1cc(Cl)nc(Cl)c1	1.1	-6	-16	1.1	0.8	7	1	17	1.1	-4
Cc1nc([N+](=O)[O-])c(Br)n1CC(=O)c1ccc2ccccc2c1	0.9	-2	-15	1	0.6	1	1	36	1	-1
Oc1ccc2ccccc2c1C=NC1CCCCC1	0.2	4	-2	0.9	0.5	30	0.3	52*	1	-4
O=C1c2cccc3cccc(c23)C(=O)N1CCN1CCN(C(=S)Nc2ccc(Cl)cc2)CC1	1	4	-11	1.1	1	-19	1	-2	1	-1
CC(C)(C)NC(=O)NC(=O)COC(=O)CCCc1c[nH]c2ccccc12	1.1	-5	4	1	1.1	14	1.1	-5	1	-7
CCc1cccc(NC(=O)c2ccc(NS(=O)(=O)c3c(C)noc3C)cc2)c1	0.9	-2	-6	1	0.8	8	0.9	17	1	-1
CNC(=O)c1ccc(-c2ccc(Cl)c(Cl)c2)s1	1.1	-1	-5	1	0.9	-3	1.1	10	1	-7
CC(C)Sc1nc(-c2ccccc2)cc(=O)[nH]1	0.9	-3	-6	1	0.9	6	0.9	15	1	-1
O=C(O)c1ccc(Cl)c(NC(=S)NC(=O)c2ccccc2[N+](=O)[O-])c1	0.8	-1	-9	1	0.9	3	0.9	13	1	1
COC(=O)c1ccc(OCCN2C3=NCCN3c3ccccc32)cc1	0.9	-8	-3	1	1.1	5	1	-12	1.1	0
COCCCNC(=S)Nc1ccc2nc3n(c(=O)c2c1)CCCCC3	1	-3	0	1.1	0.9	1	1	6	1	4
CCc1ccc(C(=O)NNC(=S)Nc2ccc(S(N)(=O)=O)cc2)s1	0.9	-1	-89	1	0.6	-2	0.9	38	1	2

# Two compounds picked at random from those above, as already listed:
SMILES	PMI activator	TNAP inh hi DEA	TNAP inh no acc	FLuc act counter	Diaph act CS	G6PDH counter	PMI act satM6P	Diaphorase inh	TNAP act hiacc	HMGR II inh
Cc1cc(C)cc(C(=O)NCC(=O)OCc2cc([N+](=O)[O-])cc3c2OCOC3)c1	1.1	-5	4	1	1	3	1.1	-4	1	-4
Cc1cc(NC(=O)CCC(=O)N(CCC(C)C)CC(=O)NCC2CCCO2)no1 (stereo not drawn)	1	-5	-8	1	0.9	-1	1	14	1.1	-5

# Other records.
SMILES	PMI activator	TNAP inh hi DEA	TNAP inh no acc	FLuc act counter	Diaph act CS	G6PDH counter	PMI act satM6P	Diaphorase inh	TNAP act hiacc	HMGR II inh
CCc1ccccc1NC(=O)Cn1nc(C(F)(F)F)c2c1CCC2	1	-4	-8	1.1	0.9	3	1	6	1	-3
CN(C)c1ccc(/C=N/NC(=O)CCC(=O)NCc2ccccc2)cc1	1.1	2	-1	1	1	5	1	0	1	-1
COC(=O)c1ccc(NC(=O)CN2C(=O)CNC2=O)cc1	1.1	1	-4	1	1	4	1.1	2	1	-6
O=C(Cc1ccc(Br)cc1)Nc1cccc(-c2cn3c(n2)SCC3)c1	0.9	0	-18	1	0.9	1	1	13	1	0
O=C(CCN1C(=O)c2ccccc2C1=O)N1CCN(Cc2ccc(Cl)cc2Cl)CC1	0.9	-6	-16	1.1	0.7	-1	0.9	31	1.1	-5
O=C(NCCc1ccccc1)/C(=C\c1ccc([N+](=O)[O-])cc1)NC(=O)c1ccc(Br)cc1	1	0	-3	1	1	-2	1.1	0	1	-3
COc1ccc2c(c1)sc(=N)n2CC(=O)Nc1cc(C)cc(C)c1	0.9	-1	-10	1	1.1	8	0.9	-9	1	-3
COc1ccc(CNC(=O)C(=O)NCC2CCCO2)cc1 (stereo not drawn)	1	-4	-16	1	1	-4	1	4	1	-3
COc1ccc(S(=O)(=O)Nc2cccc(-c3ccc4nncn4n3)c2)cc1F	1.1	-2	1	1.1	0.9	10	1.1	5	1	-6
O=C(Nc1nccs1)c1cc(N2CCOCC2)nc2ccccc12	0.9	-5	-11	1	0.9	11	0.9	14	1	0
Cc1csc(=Nc2ccccc2)n1CCCN1CCCC1=O	1.1	-7	-11	1	1.2	10	1	-17	1.1	-6
O=C(C1CCC1)N1CCN(Cc2ccccc2)CC1	1.1	-6	-17	1	0.9	4	1.1	8	1.1	0
OCCCNC(=S)Nc1ccc2nc(-c3ccccn3)c(-c3ccccn3)nc2c1	0.4	-1	-1	1.1	0.3	52*	0.9	68*	1	-1
Cc1c(NC(=O)c2c(N)sc3c2CCCC3)c(=O)n(-c2ccccc2)n1C	1.7	3	-4	0.9	1	2	1.4	2	1	-9
Cc1ccc(C2C3=C(CC(C)(C)CC3=O)NC3=C2C(=O)c2ccccc23)cc1 (stereo not drawn)	1	13	4	1	0.8	12	1.1	19	0.9	-4
O=C(c1cc(S(=O)(=O)N2CCOCC2)ccc1F)N1CCN(Cc2ccccc2)CC1	0.9	-2	-6	1	0.8	10	0.9	18	1	0
O=C(/C=C/c1ccc(S(=O)(=O)N2CCOCC2)cc1)NCc1ccccc1	0.9	-3	-7	1	0.9	2	0.9	14	1	-7
CCOC(=O)c1ccc(NC(=S)NCCc2ccc(F)cc2)cc1	0.9	-4	-5	1	0.9	8	0.9	13	1	3
COc1ccccc1-c1nnc(SCC(=O)NCc2ccco2)n1N	1.1	-1	-14	1.1	1	8	1	5	1	-6
CCOC(=O)N/N=C1\CC(C)CC(C)(C)C1 (stereo not drawn)	1	-6	-12	1.1	0.8	-5	1	17	1.1	0
Cc1onc(-c2ccccc2Cl)c1C(=O)Nc1cccnc1	0.9	-6	-6	1	0.9	27	0.9	8	1.1	-10
O=C(c1ccc(Cl)cc1)C1C2C(=O)N(c3ccccc3)C(=O)C2C2CCCN21 (stereo not drawn)	1.6	-2	5	1	1	18	2*	5	1	-7
COc1ccc(NC(=O)N2CCCC(C(=O)NC(C)C)C2)cc1 (stereo not drawn)	1	0	-1	1.1	1	10	1	4	1	0
Cc1ccc(NC(=O)c2csc(-c3ccccc3)c2C)cc1	1	-2	4	0.1	1	-1	1	1	1	-3
COC(=O)c1sc(S(=O)(=O)N2CCN(c3ccccc3)CC2)c(C(=O)OC)c1C	0.9	-2	-13	1	0.7	-24	0.9	31	1	-4
Nc1cc[n+](CC(=O)c2ccc3c(c2)OCCO3)cc1	0.9	-2	-8	0.9	1	23	1	-1	1	-2
CCOc1ccc(NC(=O)CSc2nc3cccnc3n2CCOC)cc1	0.9	-4	-1	1	0.9	28	0.9	11	1	-9
CCOC(=O)N1CCN(C(=O)c2cn(CC)c3ccc(S(=O)(=O)N4CCCC4)cc3c2=O)CC1	1.1	0	0	1.1	0.9	8	1.1	7	1	-9
CCOc1cc(N2CCCC2)ccc1[N+](=O)[O-]	0.8	20	12	1	0.8	8	0.5	24	0.8	-4
COc1ccccc1-c1nnc2n1N=C(C(C)(C)C)CS2	0.9	0	-9	1.1	0.9	1	1	10	1	-5
O=C(Cc1ccccc1)NCC(=O)OCC(=O)c1ccc(OC(=O)c2ccccc2)cc1	1	-5	-13	1.1	1	0	1	0	1	3
CNS(=O)(=O)c1c(C)cc(C)c(N(C)S(=O)(=O)c2ccccc2)c1C	0.9	-4	-4	1.1	0.7	14	0.8	26	1	1
OC(CNCc1cccc(Cl)c1)c1ccccc1 (stereo not drawn)	1	-5	-4	1.1	1	6	1	2	1	-6

# Gathered by group: those above containing a CF3 group.
SMILES	PMI activator	TNAP inh hi DEA	TNAP inh no acc	FLuc act counter	Diaph act CS	G6PDH counter	PMI act satM6P	Diaphorase inh	TNAP act hiacc	HMGR II inh
CCOC(=O)CCS(=O)(=O)c1nc(-c2ccccc2)cc(C(F)(F)F)n1	1.2	3	-5	1	1	4	1.4	4	1	-2
CCc1ccccc1NC(=O)Cn1nc(C(F)(F)F)c2c1CCC2	1	-4	-8	1.1	0.9	3	1	6	1	-3
